POLB inh = inhibitors of human DNA polymerase beta. P06746. Pol beta primer extension/strand displacement, fluorescence kinetic. Potency, µM (highest dose often 114 µM), for the others: at the top dose activity change, negative = inhibition, usual class: inhibitors. 1.3% of 340,000 active. AID 485314; note: potency is the fitted concentration of half-maximal effect; % is set by controls: 0 for no effect and ±100 for the full control effect
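Preincubation: enzyme (10 nM) with compound, 15 min, RT. Reaction: substrate added to 50 nM final. Reads: 0 and 10 min. Analysis: normalized, Hill fit.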
APEX1 inh = inhibitors of human APE1 endonuclease. P27695. recombinant APE1, TAMRA/BHQ-2 abasic DNA cleavage fluorescence. Potency, µM (series often up to 65.8 µM), for the others: at the top dose activity change, negative = inhibition, most hits filed as inhibitors. 0.35% of 350,000 active. AID 2517;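 note: potency is the fitted concentration of half-maximal effect; plate controls were vehicle for no effect and reference inhibitor for full effect; nearly all actives have a fitted effect of over 55% in size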
Target sequence (P27695 whole entry, looked up): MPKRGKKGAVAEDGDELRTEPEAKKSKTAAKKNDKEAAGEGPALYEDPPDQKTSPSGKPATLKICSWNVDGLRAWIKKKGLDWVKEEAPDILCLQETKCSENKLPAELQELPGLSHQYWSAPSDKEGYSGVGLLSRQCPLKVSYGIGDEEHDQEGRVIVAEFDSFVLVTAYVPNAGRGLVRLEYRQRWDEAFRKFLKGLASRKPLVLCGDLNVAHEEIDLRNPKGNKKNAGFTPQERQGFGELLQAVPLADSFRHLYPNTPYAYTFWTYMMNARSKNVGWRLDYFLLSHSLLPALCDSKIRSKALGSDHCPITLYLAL
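Activity was derived from the fluorescence gain between first and third kinetic reads (60 s intervals, ex 525/em 598 nm) after 50 nM THF-abasic TAMRA/BHQ-2 duplex was added to 0.75 nM APE1 preincubated 15 min with compound.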
TRHR agonist = TRH receptor (human) agonism; 0.18% of 360,000 active; activation, % at 2 µM; TRHR cells, calcium flux fluo-8, FDSS agonist mode; AID 493084; P34981; in the data active = activation above about 30%; note: 0% is about no effect
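Steps: seed TRHR cells overnight; add fluo-8 no-wash Ca dye, RT 30 min–1.5 h; record 10 s baseline; pin-transfer compounds; monitor fluorescence 1 cycle/s for the agonist window. Calcium increases flag candidate agonists.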
Anesthetic bind = binds horse apoferritin like a general anesthetic; apoferritin/1-aminoanthracene competitive binding, fluorescence; Potency, µM (highest dose often 77.5 µM), inactives show top-dose activity change, negative = displacement, usual class: inhibitors; P02791; 0.074% of 350,000 active; AID 485281; note: potency is the fitted concentration of half-maximal effect; % is set by controls: 0 for no effect and ±100 for the full control effect; nearly all actives have a fitted effect of over 20% in size
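Probe: 1-aminoanthracene (50% saturated, PBS). Protein: horse-spleen apoferritin, 10 uM. Incubation: 10 min, room temperature. Detection: 380 nm excitation, 535 nm emission. Analysis: normalized response, four-parameter Hill.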
12-LOX inh = inhibitors of human 12S-lipoxygenase ALOX12. P18054. purified 12hLO, xylenol orange hydroperoxide absorbance. Potency, µM (top dose mostly 108 µM), for inactives: at the highest dose activity change, negative = inhibition, hits mostly inhibitors. 1.1% of 580,000 active. AID 1671190; note: potency is the fitted concentration of half-maximal effect; % is set by controls: 0 for no effect and ±100 for the full control effect
Target sequence (P18054 whole entry, looked up): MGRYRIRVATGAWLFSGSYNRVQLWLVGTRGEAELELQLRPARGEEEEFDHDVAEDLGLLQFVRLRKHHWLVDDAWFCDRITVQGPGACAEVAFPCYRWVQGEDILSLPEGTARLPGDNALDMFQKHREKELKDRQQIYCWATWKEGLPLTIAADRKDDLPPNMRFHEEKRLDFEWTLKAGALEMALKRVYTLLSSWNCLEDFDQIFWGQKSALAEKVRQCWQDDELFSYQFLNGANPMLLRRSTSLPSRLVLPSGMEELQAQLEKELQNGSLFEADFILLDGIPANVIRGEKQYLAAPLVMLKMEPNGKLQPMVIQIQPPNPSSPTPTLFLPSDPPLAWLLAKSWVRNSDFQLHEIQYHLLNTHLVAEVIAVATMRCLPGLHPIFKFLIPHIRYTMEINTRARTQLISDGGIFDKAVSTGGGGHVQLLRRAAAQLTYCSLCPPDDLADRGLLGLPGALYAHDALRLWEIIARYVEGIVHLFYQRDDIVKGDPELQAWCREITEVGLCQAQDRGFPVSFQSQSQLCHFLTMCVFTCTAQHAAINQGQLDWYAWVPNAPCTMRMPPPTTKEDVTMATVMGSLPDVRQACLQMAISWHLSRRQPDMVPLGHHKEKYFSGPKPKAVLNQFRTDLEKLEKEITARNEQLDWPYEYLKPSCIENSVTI
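Hydroperoxide product was detected by ferrous iron/xylenol orange as the 573 to 405 nm absorbance ratio. Arachidonic acid at 40 uM (final) was turned over for 30 min at room temperature by 150 nM human 12hLO, pH 7.0 Hepes buffer, after 15 min compound preincubation.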
POLK inh = DNA polymerase kappa (human) inhibition; AID 588579; Potency, µM (titrated, usually from 107 µM), inactives show top-dose activity, negative = inhibition, most hits filed as inhibitors; 0.53% of 400,000 active; Q9UBT6; purified Pol kappa, fluorescent DNA synthesis assay, 10 min; note: potency is the fitted concentration of half-maximal effect; % is set by controls: 0 for no effect and ±100 for the full control effect
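Kinetic fluorescence readout at 0 and 10 min followed reaction start with substrate at 50 nM final. Beforehand, enzyme (10 nM Pol kappa) stood 15 min with compound at room temperature; buffer-only wells were negative controls.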
BLM inh = Bloom syndrome helicase (human) inhibition. P54132. AID 2528. 0.2% of 350,000 active. Potency, µM (highest dose often 56.1 µM), for the others: at the top dose activity change, negative = inhibition, actives largely listed as inhibitors. recombinant BLM DNA unwinding, fluorescence dequenching;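 note: potency is the fitted concentration of half-maximal effect; plate controls were vehicle for no effect and no enzyme for full effect; nearly all actives have a fitted effect of over 35% in size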
Pol iota inh = DNA polymerase iota (human) inhibition. AID 588590. Potency, µM (series often up to 115 µM), inactives show at the top dose activity, negative = inhibition, actives largely listed as inhibitors. Pol iota fluorescent replication assay, 10 min. 1% of 390,000 active; note: potency is the fitted concentration of half-maximal effect
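Fluorescent replication assay read twice, at 0 min and 10 min after adding 50 nM (final) substrate. Enzyme (10 nM) and compounds were first incubated 15 min at room temperature; enzyme-free buffer wells were negative controls.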
ERG Ets-DNA blk = inhibitors of human ERG Ets domain-DNA interaction. Potency, µM (titrated, usually from 76.9 µM), for the others: at the top dose FP activity, negative = inhibition, hits mostly inhibitors. fluorescence polarization, His-ERG Ets domain / labelled DNA. 0.028% of 370,000 active. P11308. AID 624246; active = well fitted inhibition curve with a large enough effect in the polarisation, with a control signal flat; inconclusive = small, poorly fitted or top-dose-only effect, or effect the other way, or a change in a side signal; inactive = no such curve, though single readings can be large or run the other way; the % refers to the polarisation;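 note: polarization taken with two DNA probes labelled with fluorescein and Texas red; potency is the fitted concentration of half-maximal effect; % of control where 0% means no effect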
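His-tagged ERG Ets domain (1 uM in the protein solution; 300mM KCl, 50mM Tris-HCl, 1mM EDTA, 1mM DTT, pH 7.5) received compound, then a probe mix of 5 nM fluorescein-DNA and 100nM Texas-615-DNA. Fluorescence polarization was read for both dyes.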
Numbers without * were called inactive; i = inactive; ? = inconclusive; nt = not tested or not shown; & = joins results of further samples; [ ] = dose if it differs, or a comment. Unless noted, calls come from the whole dose curve; as a rule, active = well fitted curve in the direction sought with a large enough effect; inconclusive = small, poorly fitted or top-dose-only effect, or another doubt; inactive = no such curve, though single readings can be large; an effect the other way counts as inactive or inconclusive.

Results follow in this order: POLB inh | APEX1 inh | TRHR agonist | Anesthetic bind | 12-LOX inh | POLK inh | BLM inh | Pol iota inh | ERG Ets-DNA blk
- COc1cc(/C(C)=N/N2CCOCC2)cc(OC)c1OC
  0% | -6% | -0.6 | -2% | -1% | -13% | -1% | 0% | -5%
- Cc1cc(N/C=C/C(=O)c2ccc(Br)cc2)no1
  ? | -2% | 1.1 | -2% | ? | -2% | -9% | -4% | -1%
- COc1ccc(N2CCN(Cc3nc4ccsc4c(=O)[nH]3)CC2)cc1
  -15% | -3% | -0.3 | -13% | -17% | -3% | -2% | -11%[58.9 µM] | -16%
- COc1cccc(C(=O)NC(=S)Nc2ccc(N(C)C)cc2)c1
  22% | ? | 0.6 | -17% | 45µM* | -8% | -13% | 2% | 9%
- COC(=O)CSc1nnc(CNc2ccc(F)cc2)o1
  -26% | -2% | -0.4 | -18% | 3% | -15% | -3% | 7% | 1%
- CC(C)(CNC(=O)c1cccc(S(=O)(=O)Nc2ccc(SC(F)F)cc2)c1)N1CCOCC1
  nt | nt | nt | nt | 7% | -2% | nt | 9% | 11%
- CS(=O)(=O)N1CCC2(CC1)CN(C(c1ccccc1)c1ccccc1)C2
  nt | 27% | nt | nt | 11%[57.4 µM] | -6%[60.1 µM] | 5% | nt | nt
- CC1CN(C(=S)Nc2ccccc2)N(c2ccccc2)C1 (stereo not drawn)
  13% | 2% | 1.3 | -16% | -2% | -5% | -8% | 24% | -3%
- Cc1ccc(N2C(S)=C(C#N)C(=O)NC23CCCCC3)cc1
  1% | 3% | 0.6 | -9% | ? | -8% | 2% | 2% | -4%
- O=C(NCc1cccs1)C1CCCN(S(=O)(=O)c2ccc3c(c2)OCO3)C1 (stereo not drawn)
  -1% | 20% | -0.6 | -9% | ? | 5% | -3% | 10% | -1%
- COc1cccc(CNS(=O)(=O)c2cc3c(cc2Cl)NC(=O)CO3)c1
  -1% | -6% | 0.0 | -11% | 6% | 6% | -5% | 17% | -1%
- COc1ccc(C(=O)COc2ccccc2N2C(=O)C3C4C=CC(C4)C3C2=O)cc1 (stereo not drawn)
  -2% | -1% | 0.2 | -23% | 15% | 6% | -10% | -9% | -5%
- O=C(O)C1CCCCC1C(=O)Nc1ccc(OCc2ccccc2)cc1 (stereo not drawn)
  6% | 13% | 0.5 | ? | -10% | 7% | -5% | -10% | -11%
- O=C(COC(=O)c1ccc(O)cc1)Nc1cc(C(F)(F)F)ccc1N1CCOCC1
  nt | 50%[activator] | 0.8 | nt | -7% | -4% | nt | 12% | 0%
- Cc1csc(NC(=O)CSc2nnc(C)s2)n1
  42% | 0% | 1.0 | -15% | 45%[activator] | -2% | -3% | 25% | 10%
- COc1ccc(C2CC2/C(=N/OC(=O)c2cccs2)c2ccccc2)cc1 (stereo not drawn)
  -5% | 7% | 1.7 | ? | -11% | -12% | -6% | -3% | 8%
- Cc1ccc(N2C(=O)N(CC(=O)Nc3ccc(C)c(C)c3[N+](=O)[O-])C(=O)C2C)cc1 (stereo not drawn)
  0% | -4% | -0.8 | -11% | 3% | -2% | 0% | 91%[activator] | 4%
- NS(=O)(=O)c1ccc2ccccc2c1
  1% | 7% | -0.6 | -5% | 12% | -3% | -11% | 21% | 14%
- CCN(CCCNC(=O)c1cc2cc3ccc(OC)cc3nc2s1)c1ccccc1
  11µM* | -9% | -0.4 | 56%[activator] | 0% | 79µM* | -27% | 79µM* | -9%
- O=C1CN(C(=O)C2CCCCC2)C(c2ccccc2)c2cc(F)ccc2N1 (stereo not drawn)
  16% | nt | 0.5 | -7% | -23% | 5% | -3% | -6% | -17%
- O=C(Nc1ccc(F)cc1)N1CCN(c2ccccc2F)CC1
  ? | nt | -0.5 | -7% | -16% | 2% | -1% | -13% | 3%
- CCN(CC)S(=O)(=O)c1cc([N+](=O)[O-])ccc1NNC(=O)Nc1ccc(Cl)c(Cl)c1
  -1% | -6% | 0.0 | ? | ? | -10% | -9% | 13% | 7%
- c1csc(-c2csc3ncnc(NCCCN4CCOCC4)c23)c1
  0% | 13% | 0.3 | 2% | 19% | 5% | 6% | -3% | 11%
- OCCN(Cc1ccccc1)Cc1ccc(F)c(F)c1
  2% | -4% | 0.5 | 2% | ? | -13% | 0% | 8% | 1%
- COc1ccc(-n2c(SCc3nnc(-c4ccccc4)o3)nnc2-c2ccccc2)cc1
  0% | -5% | -0.4 | ? | 4% | -14% | 0% | 3% | -7%
- COc1ccc(/C=N/n2c(C)nc3ccccc3c2=O)cc1OC
  39% | -5% | -0.3 | 5% | -10% | -2% | -3% | 62%[activator] | 9%
- CC(C)c1ccc(NC(=O)N2CCN(S(=O)(=O)c3ccccc3)CC2)cc1
  -29% | -10% | 0.1 | -20% | ? | -18% | -2% | 10% | 1%
- CC(=O)Nc1cccc(OCc2ccc(F)cc2)c1
  -16% | -1% | 1.1 | -17% | -3% | 4% | -4% | 62%[activator] | 0%
- O=C(Cc1ccc(Cl)cc1)Nc1ncccn1
  33% | 6% | 0.5 | -8% | 0% | -4% | 4% | -16% | -1%
- Cc1cccc(N(C(=O)CCC(=O)Nc2cc(C)on2)C(C(=O)NC2CCCC2)c2ccncc2)c1 (stereo not drawn)
  -10% | 0% | -0.4 | -5% | 0% | 5% | 0% | -1% | -5%
- CN(c1cccc2cccnc12)S(=O)(=O)c1ccccc1
  14% | -10%&1% | -0.1 | -5%&-4% | 14% | 0% | 2%&3% | 37%[activator] | 0%
- CCc1cc2c(=O)n(-c3ccccc3)c(=S)[nH]c2s1
  32%[activator] | -1% | 0.3 | -5% | ? | -6% | -1% | -7%[58.9 µM] | 2%
- C[N+]12CCCCC1[C@@H](CO)CCC2 (stereo partly drawn)
  5% | 0% | 0.7 | -6% | ? | 7% | 2% | -13% | -4%
- CCOC(=O)N1CCC(NC(=O)c2ccc3c(c2)N(Cc2cc(C)ccc2C)C(=O)c2ccccc2S3=O)CC1 (stereo not drawn)
  38% | nt | 0.4 | -16% | -17% | 0% | -11% | 4% | -9%
- CCC(=O)N1C(=O)C2(Nc3ccccc3N2)c2ccccc21
  12% | 1% | -0.6 | 3% | nt | nt | -2% | nt | nt
- CCN(CC)C(=O)CSc1nnc([C@@H](NC(=O)OC(C)(C)C)C(C)C)o1
  -2% | 0% | 0.0 | -10% | -9% | -14% | -1% | 13% | 3%
- Cc1cc(C)c2c(=O)[nH]n(C3CC(C)N(C)CC3C)c2n1 (stereo not drawn)
  8% | -2% | 0.6 | -3% | 0% | -12% | 2% | 17% | 0%
- COCCN(CC(=O)Nc1cccc(C)c1C)C(=O)Cc1ccsc1
  nt | 26% | nt | nt | -1% | -5% | nt | 6% | -5%
- CC(C)(C)C1CCC(C(=O)NCC(c2cccs2)N2CCOCC2)CC1 (stereo not drawn)
  1% | 12% | 0.3 | -11% | i | -13% | -5% | -3% | 5%
- CN(C)c1c(F)cc(C(=O)NCc2ccccc2)cc1F
  3% | -10% | -1.0 | -3% | -25% | -9% | -4% | 4% | -8%
- O=C(NCCN1CCCCCC1)C1CCCN1S(=O)(=O)c1cccc2nsnc12 (stereo not drawn)
  15% | 6% | 0.1 | -15% | 1% | -17% | 2% | 8% | -3%
- CCCOC(=O)c1ccc(-c2ccc(C=O)o2)cc1
  4% | 2% | -0.3 | -5% | -10% | -15% | 1% | 7% | 10%
- O=C(CCc1c[nH]c2ccccc12)N1CCN(S(=O)(=O)c2ccccc2)CC1
  nt | 12% | 0.0 | nt | -30% | -1% | nt | 18% | -2%
- COc1ccc(N(C(=O)c2cc(OC)c(OC)c(OC)c2)S(=O)(=O)c2ccc(C)cc2)cc1
  1% | nt | -0.1 | -2% | -20% | 6% | -3% | 5% | 4%
- COc1ccc(N2CCN(CCNC(=O)c3c(C)cc(=O)oc3C)CC2)cc1
  1% | -10% | -0.5 | -11% | 22% | -3% | -1% | 21% | 4%

3 entries from above, set out differently:
SMILES,POLB inh,APEX1 inh,TRHR agonist,Anesthetic bind,12-LOX inh,POLK inh,BLM inh,Pol iota inh,ERG Ets-DNA blk
C[N+]12CCCCC1[C@@H](CO)CCC2 (stereo partly drawn),5%,0%,0.7,-6%,?,7%,2%,-13%,-4%
CCOC(=O)N1CCC(NC(=O)c2ccc3c(c2)N(Cc2cc(C)ccc2C)C(=O)c2ccccc2S3=O)CC1 (stereo not drawn),38%,nt,0.4,-16%,-17%,0%,-11%,4%,-9%
CCC(=O)N1C(=O)C2(Nc3ccccc3N2)c2ccccc21,12%,1%,-0.6,3%,nt,nt,-2%,nt,nt

(more compounds)
Results follow in this order: POLB inh | APEX1 inh | TRHR agonist | Anesthetic bind | 12-LOX inh | POLK inh | BLM inh | Pol iota inh | ERG Ets-DNA blk
- Cc1c(/C=N\NC(=O)c2cc3ccccc3o2)c2ccccc2n1C
  ? | -10% | -1.0 | 68%[activator] | 15% | -4% | -15% | 5% | -2%
- Cc1ccc([C@@H]2CC=C(C(=O)O)[C@H](c3ccc(F)cc3)N2S(=O)(=O)c2ccc(C)cc2)cc1
  nt | 20% | -0.2 | nt | -23% | -14% | nt | -22% | -2%
- COC(=O)c1ccc(S(=O)(=O)NCc2ccc(OC)cc2)n1C
  4% | 9% | 0.9 | -1% | -1% | -5% | -7% | 219%[activator] | 7%
- Cc1cccc(C(=O)N[C@H](C(=O)NCc2cccs2)C(C)C)c1
  nt | -14% | nt | nt | 4% | -6% | nt | 25% | -11%
- COc1ccc(OC)c(NC(=O)C2C3CC4OC(=O)C2C4C3)c1 (stereo not drawn)
  36% | 1% | 0.2 | 2% | 92%[activator] | 0% | 1% | 4% | 4%
- CC(CN1CCOCC1)OC(=O)c1cccs1 (stereo not drawn)
  4% | 12% | 0.0 | -4% | ? | -15% | 2% | -4% | 0%

Screening data deposited in PubChem by National Center for Advancing Translational Sciences (NCATS).

Some of the compounds tested; the hit share may differ from the screen's.
